Bioassay records as filed in PubChem.
MEKK3 PB1 HTS: modulators of MEKK3-MEK5 PB1 binding, primary screen, biochemical, wildtype MEKK3, multiplex bead flow cytometry, Alexa488-MEK5. hit rate 1.4% among 290,000. Mitogen-activated protein kinase kinase kinase 3 (Homo sapiens), Q99759. AID 1529, 2009. bead-based flow cytometry, Alexa488-MEK5 binding to MEKK3; actives lie on both sides; 0 = blocked by unlabeled MEK5, 100 = vehicle. binding response (% of control), % at 10 µM;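 active = binding response more than 3 SD above or below the average of its plate-row segment, actives on both sides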;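 also: Alexa488 bead fluorescence after subtracting the streptavidin-only scavenger bead signal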
Target sequence (Q99759 whole entry, looked up): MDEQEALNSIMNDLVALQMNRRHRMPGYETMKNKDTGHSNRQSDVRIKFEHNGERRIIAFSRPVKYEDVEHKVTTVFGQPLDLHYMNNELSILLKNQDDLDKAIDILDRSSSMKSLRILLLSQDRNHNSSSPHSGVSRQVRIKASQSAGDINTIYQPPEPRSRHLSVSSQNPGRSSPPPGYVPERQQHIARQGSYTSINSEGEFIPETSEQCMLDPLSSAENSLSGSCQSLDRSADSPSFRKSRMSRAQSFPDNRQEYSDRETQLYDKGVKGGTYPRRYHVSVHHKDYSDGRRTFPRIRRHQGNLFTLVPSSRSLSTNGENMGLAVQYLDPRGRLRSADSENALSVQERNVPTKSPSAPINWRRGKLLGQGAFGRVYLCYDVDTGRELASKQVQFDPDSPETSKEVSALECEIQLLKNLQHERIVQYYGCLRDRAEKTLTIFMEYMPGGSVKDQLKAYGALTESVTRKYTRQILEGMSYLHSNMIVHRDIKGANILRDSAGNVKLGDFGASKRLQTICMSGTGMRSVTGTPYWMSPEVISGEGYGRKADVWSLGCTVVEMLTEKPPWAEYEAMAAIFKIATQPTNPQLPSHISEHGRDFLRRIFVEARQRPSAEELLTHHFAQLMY
MEKK2mut PB1 HTS: MEK5 binding signal on mutant MEKK2 PB1, primary screen, biochemical, multiplex bead flow cytometry, Alexa488-MEK5; Alexa488-MEK5 binding to MEKK2 mutant; percent response, % at 10 µM; hit rate 0.35% among 290,000; in the data active = percent response above about 24%, passing the limit was not always enough; also: inactives centre near 1; some results filed as inactive read as strong as hits
HCV NS3 hel inh: inhibitors of HCV NS3 helicase, primary screen, biochemical, Cy5 molecular beacon fluorescence; NS3 helicase DNA unwinding; inhibition, % at 10.9 µM; hit rate 0.56% among 290,000; AID 1800, 2009; Hepatitis C virus NS3 helicase;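 active = inhibition above the mean of all tested compounds plus 3 SD, set per campaign, cut at about 35% in these data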;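 also: 0% = DMSO wells and 100% = thioflavine S control wells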
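Material: hepatitis C virus NS3 helicase domain fragment enzyme; measured by: Cy5 fluorescence, 0 and 60 min reads; control set: DMSO and thioflavine S; incubation: 60 min unwinding reaction at 25 °C after ATP addition; read-out basis: % inhibition from 60/0 min fluorescence ratio, DMSO 0%, thioflavine S 100%; repeats: singlicate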
DNA FID counter: compounds displacing fluorescent DNA intercalator, primary screen, artefact control for HCV NS3 helicase inhibitor project, biochemical, FID fluorescence; DNA fluorescent intercalator displacement; inhibition, % at 7.9 µM; hit rate 0.17% among 290,000; AID 1845, 2009; in the data active = inhibition above about 37%;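 also: 0% = vehicle and 100% = reference compound; higher means more ethidium bromide displaced from hairpin DNA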
UBC9 SUMO inh: inhibitors of in vitro SUMOylation cascade, primary screen, biochemical, HTRF, uHTS; SUMO-conjugating enzyme UBC9 (Homo sapiens), P63279; HTRF SUMOylation assay, SAE1/SAE2 + UBC9; inhibition, % at 35 µM; hit rate 0.36% among 290,000; in the data active = inhibition above about 50%, passing the limit was not always enough; also: strong numbers were not always called active
Target sequence (P63279 whole entry, looked up): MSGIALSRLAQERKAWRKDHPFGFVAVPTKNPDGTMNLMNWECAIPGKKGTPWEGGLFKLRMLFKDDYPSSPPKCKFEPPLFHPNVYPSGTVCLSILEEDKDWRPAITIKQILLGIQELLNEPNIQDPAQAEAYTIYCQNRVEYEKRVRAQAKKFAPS
CRFR2-BP ag: agonists of CRF-BP/CRF-R2 complex, primary screen, cell-based, HEK293, calcium dye fluorescence, uHTS. CRF-binding protein / CRF receptor 2 complex (human). calcium dye fluorescence (FLIPR); percent of saturating CRF peptide response. activation, % at 13.2 µM. hit rate 0.46% among 350,000;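 active = activation of at least 50%, plus an integration ratio under a set limit after plate pattern correction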;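 also: plate controls were neutral control wells without compound for no effect and CRF at EC100 for full effect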
MEKK2wt PB1 HTS: modulators of MEK5 binding to wildtype MEKK2, primary screen, biochemical, multiplex bead flow cytometry, Alexa488-MEK5 | binding response (% of control), % at 10 µM | hit rate 1.1% among 290,000 | AID 1531, 2009 | Mitogen-activated protein kinase kinase kinase 2 (Homo sapiens), Q9Y2U5 | Alexa488-MEK5 binding to MEKK2 WT; actives lie on both sides; in the data active = binding response below about 67% or above about 130%
GalR3 antagonist: GalR3 antagonists in HEK293 cells, primary screen, cell-based, fluorescence readout; inhibition, % at 3 µM; AID 651719, 2012; HEK293 GalR3-CNG cAMP membrane potential fluorescence; galR3 body fused to GalR1 C-terminus; Galanin receptor type 3 (Homo sapiens), O60755; hit rate 0.44% among 360,000;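 active = inhibition above the screen-wide average plus 3 SD, cut at about 13% in these data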;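 also: forskolin and galanin both at EC90 stimulate the cells; cAMP rise reported by CNG channel membrane potential dye signal; 0% = forskolin plus galanin with DMSO and 100% = forskolin alone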
Target sequence (O60755 1-299 limits assumed): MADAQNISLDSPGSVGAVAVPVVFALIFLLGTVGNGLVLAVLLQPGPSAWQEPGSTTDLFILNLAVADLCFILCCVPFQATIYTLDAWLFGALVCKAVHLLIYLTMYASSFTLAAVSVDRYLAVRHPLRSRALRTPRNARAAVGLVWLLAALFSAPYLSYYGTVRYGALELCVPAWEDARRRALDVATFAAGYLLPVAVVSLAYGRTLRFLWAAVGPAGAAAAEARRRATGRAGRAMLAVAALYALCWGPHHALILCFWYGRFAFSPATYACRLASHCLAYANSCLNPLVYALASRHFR
CRFR2-BP antag: antagonists of CRF-BP/CRF-R2 complex, primary screen, cell-based, HEK293, calcium dye fluorescence, uHTS; CRF-induced calcium fluorescence; inhibition, % at 11.8 µM; hit rate 0.59% among 350,000;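 active = inhibition of the ligand-induced calcium signal above about 50% at the single tested concentration, limit read from the data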
Active calls of the source: *; . = not tested or not shown. Not all compounds are listed; the hit share may differ from the screen's.

Values in the order – MEKK3 PB1 HTS | MEKK2mut PB1 HTS | HCV NS3 hel inh | DNA FID counter | UBC9 SUMO inh | CRFR2-BP ag | MEKK2wt PB1 HTS | GalR3 antagonist | CRFR2-BP antag
Cc1ccc(C)c(NC(=O)CCC(=O)N/N=C2/CC(=O)CC(C)(C)C2)c1
    104 | -1 | -7 | -6 | 10 | -4.3 | 102 | -5 | 25
Cc1nn(CC(=O)NCc2cccs2)c(=O)c2nn(-c3ccccc3)c(C)c12
    100 | -4 | -7 | -9 | -6 | -0.5 | 102 | 1 | 0
Cc1ccc(C)c(NS(=O)(=O)c2ccc(-c3ccc(=O)[nH]n3)o2)c1
    96 | 3 | 0 | -10 | 10 | 0.7 | 99 | 3 | -8
COCCCn1c(-c2ccco2)nc2ccccc2c1=O
    111 | 4 | 8 | -5 | 20 | 0.5 | 114 | -4 | 8
O=C(O)c1ccccc1N=Cc1c(O)n(-c2nccs2)c(=O)c2ccccc12
    98 | -1 | 2 | -30 | 16 | 1.0 | 89 | 2 | 4
CC1C=CCC2C(=O)N(c3cccc(C(=O)Nc4ccc(Br)cc4)c3)C(=O)C12 (centres undefined)
    102 | 2 | -4 | -15 | -5 | 3.2 | 105 | -2 | -9
CCOC(=O)c1[nH]ncc1CN1CCCC(C(=O)c2ccc(OC)cc2C)C1 (centres undefined)
    102 | 11 | -1 | -6 | -1 | -1.8 | 107 | -4 | -1
Cc1cc(-c2ccccc2)nc(N(C)NC(=O)C(C)(C)C)c1S(C)(=O)=O
    102 | -5 | 5 | -9 | 1 | -0.9 | 100 | 3 | -6
CC1=CC2=NC(=O)/C(=C\c3cccn3CCOc3ccccc3C)C(=N)N2O1
    98 | -2 | 1 | -4 | -13 | 28 | 99 | -3 | -32
Cc1c2cnn(CC(=O)Nc3c(F)c(F)cc(F)c3F)c(=O)c2c(C)n1Cc1ccccc1F
    58 | -17 | 17 | -24 | 62* | -1.1 | 60 | -7 | -3
CC1CCc2[nH]c3ccc(C(=O)O)cc3c2C1 (centres undefined)
    91 | -3 | 6 | -6 | -13 | -0.6 | 91 | -4 | 3
Cc1ccc(-c2nc3ccccc3c(=O)n2Cc2ccccc2)cc1
    103 | -2 | 5 | -26 | -2 | 0.2 | 100 | -10 | -24
C=CCn1c(COc2cccc3ccc(C)nc23)nnc1SCC(N)=O
    106 | 0 | 3 | -7 | 39 | -1.8 | 107 | 0 | 9
O=C(c1ccccc1F)N(Cc1ccc2c(c1)OCO2)Cc1cc2cc3c(cc2n2nnnc12)OCO3
    105 | 4 | 0 | -3 | 10 | 2.5 | 106 | 2 | -5
CCOC(=O)N1CCN(C(=O)c2ccc(S(=O)(=O)NCc3ccco3)cc2)CC1
    103 | -1 | 1 | -19 | 12 | 1.6 | 102 | -1 | -3
CC(=O)Nc1c(-c2ccccc2Cl)c(=O)c2ccccc2n1C
    101 | 5 | 21 | 6 | -3 | 0.6 | 104 | -11 | 7
Cc1nnc(NC(=O)C2CCCN(S(=O)(=O)Cc3ccccc3)C2)s1 (centres undefined)
    105 | 5 | 5 | -13 | -9 | 0.2 | 99 | 3 | -8
O=C(Nc1cccc(-c2cn3ccccc3n2)c1)c1cnccn1
    110 | 7 | 0 | -15 | 22 | 2.6 | 114 | 0 | 9
COc1ccc(-n2c(-c3ccc(Br)cc3)c[n+]3c2CCC3)cc1
    96 | -11 | -19 | 8 | 14 | -2.0 | 86 | -4 | 16
CC1CCCC(NC(=O)COC(=O)/C=C/c2ccc(S(=O)(=O)N3CCOCC3)cc2)C1C (centres undefined)
    104 | 10 | 16 | -2 | 15 | 0.1 | 108 | -7 | -8
O=C(O)c1cc(Cl)c(Cl)cc1C(=O)Nc1cccc2ncccc12
    128* | -1 | -7 | -2 | 62 | 2.3 | 107 | -5 | 24
O=C(NCCN1CCCCCC1)C1CC(=O)N(CCc2ccccc2)C1 (centres undefined)
    107 | 3 | -7 | 8 | -6 | -0.7 | 115 | 0 | 12
Cc1ccc(N2CCN(c3ccc(C)cc3)C(CC(=O)O)C2=O)cc1 (centres undefined)
    95 | -3 | 19 | -35 | 6 | -1.9 | 92 | -3 | 12
CCCn1c(C(O)c2cc(OC)ccc2OC)nc2ccccc21 (centres undefined)
    . | . | -2 | -10 | -16 | 0.7 | . | -1 | -8
O=C(Nc1ccc(C(=O)NCc2ccc(F)cc2)cc1)C1=CSCCO1
    96 | -1 | -6 | -22 | 8 | -1.1 | 95 | -8 | -3
C/C(=N\NC(=O)c1ccncc1)c1ccc(NC(=O)c2ccc(Cl)cc2)cc1
    105 | 8 | 11 | -13 | 15 | 36 | 104 | -1 | -27
CCc1nn(CCCC(=O)N2CCN(c3ccc(OC)cc3)CC2)c(=O)c2cc3occc3n12
    102 | 10 | 2 | -48 | 2 | -2.8 | 100 | -6 | 4
COc1ccc(CCN2CC(C(=O)N(C)C3CCOCC3)CCC2=O)cc1 (centres undefined)
    104 | 2 | 0 | -10 | 29 | 6.4 | 104 | -1 | 24
N#C/C(=C(/O)CN1CCOCC1)c1nc(-c2ccccc2)cs1
    100 | 4 | 6 | -5 | -5 | 0.8 | 100 | -11 | -1
CCCCNC(=O)CSc1nc2ccc(NC(=O)CSc3nnc(N)s3)cc2s1
    103 | 3 | -5 | -9 | 15 | 5.4 | 107 | -5 | 4

Reformatted with each value named: entries from further up.
C/C(=N\NC(=O)c1ccncc1)c1ccc(NC(=O)c2ccc(Cl)cc2)cc1
  MEKK3 PB1 HTS: 105
  MEKK2mut PB1 HTS: 8
  HCV NS3 hel inh: 11
  DNA FID counter: -13
  UBC9 SUMO inh: 15
  CRFR2-BP ag: 36
  MEKK2wt PB1 HTS: 104
  GalR3 antagonist: -1
  CRFR2-BP antag: -27

CCc1nn(CCCC(=O)N2CCN(c3ccc(OC)cc3)CC2)c(=O)c2cc3occc3n12
  MEKK3 PB1 HTS: 102
  MEKK2mut PB1 HTS: 10
  HCV NS3 hel inh: 2
  DNA FID counter: -48
  UBC9 SUMO inh: 2
  CRFR2-BP ag: -2.8
  MEKK2wt PB1 HTS: 100
  GalR3 antagonist: -6
  CRFR2-BP antag: 4

COc1ccc(CCN2CC(C(=O)N(C)C3CCOCC3)CCC2=O)cc1 (centres undefined)
  MEKK3 PB1 HTS: 104
  MEKK2mut PB1 HTS: 2
  HCV NS3 hel inh: 0
  DNA FID counter: -10
  UBC9 SUMO inh: 29
  CRFR2-BP ag: 6.4
  MEKK2wt PB1 HTS: 104
  GalR3 antagonist: -1
  CRFR2-BP antag: 24

(further entries)
Values in the order – MEKK3 PB1 HTS | MEKK2mut PB1 HTS | HCV NS3 hel inh | DNA FID counter | UBC9 SUMO inh | CRFR2-BP ag | MEKK2wt PB1 HTS | GalR3 antagonist | CRFR2-BP antag
COc1ccc(C(=S)NC2CCCCC2)cc1
    106 | 9 | -7 | 0 | 14 | 1.4 | 110 | -2 | -3
CC(C)Cc1nc2oc3c(N4CCN(C)CC4)ncnc3c2c2c1CCCC2
    104 | 6 | -7 | -3 | 4 | . | 110 | . | .
O=C(Cn1nc(C(F)F)cc1C1CC1)N1CCCC1
    98 | 2 | 4 | -7 | -2 | 0.9 | 96 | -9 | 1
O=C(NC1=NCCS1)c1ccc(Br)s1
    101 | -3 | 0 | -2 | -4 | 2.4 | 99 | 6 | 25
O=C(CSc1n[nH]c(-c2ccccc2O)n1)N1CCCc2ccccc21
    105 | 1 | -7 | -15 | -4 | -0.2 | 102 | -1 | -18
O=S(=O)(Cc1ccc(Cl)cc1)C1CCCCC1O (centres undefined)
    69 | -25 | -8 | 0 | 1 | -0.4 | 69 | 1 | -1
Cc1cc(C)n(CCNC(=O)c2ccc3c(c2)OCO3)n1
    106 | 0 | 5 | -8 | 11 | 1.1 | 105 | -7 | -5
COc1cc(/C=N/NC(=O)c2nnn(-c3nonc3N)c2C(C)C)ccc1O
    100 | 1 | -10 | -16 | 0 | -0.4 | 101 | 2 | 7
COCCNC(=O)CSc1nc2nn(-c3ccccc3)c(=O)c-2c2n1CCCCC2
    110 | 2 | 5 | -13 | 4 | 0.8 | 107 | 5 | 10
CN1CCN(c2ccc(NC(=O)COc3ccccc3[N+](=O)[O-])cc2)CC1
    92 | -6 | 4 | 20 | 3 | -1.8 | 99 | 0 | -2
COCCC(=O)N1CCC(Oc2ccc(C(=O)N(C)CCCC3CCCC3)cc2)CC1
    96 | -2 | -12 | -57 | -4 | 0.5 | 94 | -1 | 12
CN(Cc1nc(-c2cccnc2)no1)S(=O)(=O)c1ccccc1
    99 | -2 | -1 | -6 | 7 | 0.5 | 95 | -2 | -1
CCOC(=O)CCCNC(=O)CN1C(=O)NC(CCc2ccccc2)C1=O (centres undefined)
    106 | 9 | -2 | -3 | 1 | -1.4 | 108 | -2 | 9
CCCc1cc(=O)[nH]c(SCC(=O)NC(=O)OCC)n1
    97 | 3 | -2 | -1 | -8 | -1.1 | 103 | -7 | 5
O=C1c2ccccc2C(=O)N1CCc1nc2ccccc2c(=O)n1Cc1ccco1
    85 | -7 | 0 | -2 | -1 | 1.1 | 93 | -1 | 4
CC1(C)CC2CC(C)(CN2/C=N/c2sc3c(c2C#N)CC(C)(C)NC3(C)C)C1 (centres undefined)
    105 | 8 | -65 | 28 | -6 | -0.6 | 116 | -3 | -7
CC(=O)c1cccc(NC(=O)COC(=O)c2n[nH]c3ccccc23)c1
    101 | -3 | 12 | 1 | 2 | -0.5 | 101 | -1 | 3
CC(=O)N/C(=C\c1ccccc1)C(=O)Nc1ccccc1C
    101 | -6 | 15 | -2 | 5 | -2.4 | 98 | 3 | 0
CCOc1ccc(Cl)cc1CN1CCOCC1
    106 | 9 | -8 | 3 | 15 | 0.7 | 106 | 7 | -13
COc1cc(/C=C2\C(=N)N3N=C(CC(=O)N4CCOCC4)SC3=NC2=O)cc(OC)c1OC
    96 | -3 | 6 | -20 | 15 | -0.4 | 93 | -6 | 11
CC1CCN(C(=O)CCNS(=O)(=O)c2ccc3c(c2)c(=O)n(C)c(=O)n3C)CC1
    98 | -7 | -5 | -12 | 1 | -1.4 | 95 | -7 | 3
O=C1CCC([N+](=O)[O-])C(c2ccc(Cl)c([N+](=O)[O-])c2)N1 (centres undefined)
    103 | 2 | 3 | 2 | 3 | 1.9 | 103 | -2 | -26
C=CCNC(=O)c1ccc(N(CC=C)S(C)(=O)=O)cc1
    115 | 10 | 4 | 0 | 1 | 0.0 | 107 | -7 | 6
Cc1ccc(NC(=S)N(CCN(C)C)Cc2cc3cc(C)cc(C)c3[nH]c2=O)cc1
    102 | -1 | -44 | 13 | -4 | -0.8 | 102 | 3 | -30
Cc1cccc(Nc2nc(C)nc3c2oc2ccccc23)c1
    105 | 8 | -10 | -21 | 18 | -2.4 | 105 | -11 | -7
O=[N+]([O-])c1ccccc1S(=O)(=O)NCCC1=CCCCC1
    . | . | -4 | -3 | -6 | 4.4 | . | -4 | 11
